From PubChem BioAssay
SW480 rerep: A quantitative high throughput screen for small molecules that induce DNA re-replication in SW480 colon adenocarcinoma cells. actives 1.8% (n = 340,000). SW480 DNA re-replication, Hoechst DNA content imaging, 48 h. Potency, µM (series often up to 46.1 µM), for inactives: at the highest dose re-replication activation, actives largely listed as activators; also: potency is read from the fitted curve at half-maximal effect; % of control where 0% means no effect; nearly all actives have a fitted effect of over 55% in size
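Compounds, transferred as 23 nL by pin tool, were incubated with cells for 48 hr; DNA content per nucleus was then quantified by Hoechst staining and fluorescence plate imaging.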
KB-V1 cytotox: qHTS assay for MDR1-selective chemotherapeutics: Primary screen using the drug-selected MDR subline cells KB-V1; Potency, µM (doses to about 46.1 µM), for inactives: at the top dose activity change, negative = cytotoxicity, most hits filed as cytotoxic; actives 3.4% (n = 400,000); KB-V1 MDR cells viability, CellTiter-Glo, 72 h; also: potency is read from the fitted curve at half-maximal effect; % is scaled to controls: 0 for no effect and ±100 for the full control effect; nearly all actives have a fitted effect of over 60% in size
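Cytotoxicity via CellTiter-Glo luminescence after 72 h compound exposure at 37 degrees C. Cells: drug-selected KB-V1 line, DMEM phenol-red free plus 10% FBS. Compounds tested at multiple concentrations; normalized data fitted to concentration-effect curves.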
D3 ag: qHTS of D3 Dopamine Receptor Agonist: qHTS | D(3) dopamine receptor (Homo sapiens), P35462 | D3R DiscoveRx beta-arrestin cells, luminescence, 90 min | max activation, % | actives 0.58% (n = 410,000) | AID 652048, 2013; in the data active = max activation above about 30%; also: 0% is about no effect; mostly tested at two doses, the higher about 12 µM
Target sequence (P35462 whole entry, looked up): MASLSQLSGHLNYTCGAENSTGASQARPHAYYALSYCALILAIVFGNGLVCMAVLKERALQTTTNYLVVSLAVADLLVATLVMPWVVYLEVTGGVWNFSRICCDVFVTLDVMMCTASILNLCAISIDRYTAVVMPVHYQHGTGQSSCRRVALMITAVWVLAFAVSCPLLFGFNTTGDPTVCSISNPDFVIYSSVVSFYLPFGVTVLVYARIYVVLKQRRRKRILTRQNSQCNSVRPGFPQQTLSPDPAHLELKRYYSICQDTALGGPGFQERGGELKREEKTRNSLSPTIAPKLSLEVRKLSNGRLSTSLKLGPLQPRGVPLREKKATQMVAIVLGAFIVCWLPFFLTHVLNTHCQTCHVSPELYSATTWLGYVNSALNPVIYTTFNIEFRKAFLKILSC
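Agonist mode: compounds and dopamine controls were applied to plated cells for 90 min at 37 degrees C after an overnight attachment at 1500 cells/well. Luminescent read-out followed 30 - 60 minutes at room temperature with DiscoveRx detection reagent.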
IL1B secr inh: qHTS for Inhibitors of Inflammasome Signaling: IL-1-beta AlphaLISA Primary Screen; THP-1 LPS/ATP IL-1B secretion, AlphaLISA, 16 h; hits give low values; activity change, % at 57.5 µM; actives 4.7% (n = 360,000); AID 743279, 2014; in the data active = activity change below about -50%; inconclusive = mostly about -30% to -49%; also: % is scaled to controls: 0 for no effect and ±100 for the full control effect
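THP-1 cells pretreated 1 hr with compounds (up to 57.5 uM final), then stimulated with LPS (250 ng/mL final) plus ATP (1.25 mM final); secreted IL-1B measured by AlphaLISA after 16 hr, decreased signal indicating inhibition.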
KB-3-1 tox: qHTS assay for MDR1-selective chemotherapeutics: Primary screen using the parental adenocarcinoma cell KB-3-1; KB-3-1 viability, CellTiter-Glo ATP luminescence, 72 h; Potency, µM (doses to about 46.1 µM), inactives show at the top dose activity change, negative = cytotoxic, usual class: cytotoxic; actives 1.4% (n = 400,000); AID 1347075, 2019; also: potency is read from the fitted curve at half-maximal effect; % is scaled to controls: 0 for no effect and ±100 for the full control effect; nearly all actives have a fitted effect of over 60% in size
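Luminescent ATP read-out (CellTiter-Glo) measures survival of drug-naive KB-3-1 cells after 72 h compound exposure at 37 °C. Titration series was screened from lowest to highest concentration, with DMSO vehicle plates as background controls.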
GLP-1R agonist: qHTS of GLP-1 Receptor Agonists; HEK293 GLP-1R CRE-luciferase, luminescence, 4-6 h; cells express a hypersensitive GLP-1R form; Glucagon-like peptide 1 receptor (Homo sapiens), P43220; AID 624172, 2012; actives 0.007% (n = 380,000); Potency, µM (titrated, usually from 45.6 µM), without a hit: at the top dose activation, most hits filed as activators; also: potency is read from the fitted curve at half-maximal effect; % of control where 0% means no effect
Target sequence (P43220 whole entry, looked up): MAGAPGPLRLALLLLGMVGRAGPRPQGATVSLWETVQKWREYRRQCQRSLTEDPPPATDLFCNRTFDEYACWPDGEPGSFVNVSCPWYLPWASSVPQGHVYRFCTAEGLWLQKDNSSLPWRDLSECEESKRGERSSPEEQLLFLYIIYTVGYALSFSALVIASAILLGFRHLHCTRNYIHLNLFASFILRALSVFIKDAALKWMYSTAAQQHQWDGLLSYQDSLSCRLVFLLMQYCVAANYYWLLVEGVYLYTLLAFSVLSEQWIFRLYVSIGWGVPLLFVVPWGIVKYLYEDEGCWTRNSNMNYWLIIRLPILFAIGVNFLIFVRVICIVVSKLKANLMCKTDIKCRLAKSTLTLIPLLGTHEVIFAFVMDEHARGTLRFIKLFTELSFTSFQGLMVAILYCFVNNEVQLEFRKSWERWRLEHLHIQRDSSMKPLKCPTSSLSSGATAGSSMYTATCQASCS
D3 antag: qHTS of D3 Dopamine Receptor Antagonist: qHTS. D3R cells, DiscoveRx beta-arrestin luminescence, antagonist mode; hits give low values. max response, negative = inhibition, %. actives 2.5% (n = 360,000). AID 652054, 2013; in the data active = max response below about -50%; inconclusive = no clear call, values can overlap the other calls; also: % is scaled to controls: 0 for no effect and ±100 for the full control effect; mostly tested at two doses, the higher about 12 µM
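Cells plated overnight at 1500 cells/well, then exposed to library compounds with dopamine controls for 90 minutes at 37 degrees C. DiscoveRx reagent added for 30–60 minutes at room temperature; luminescence read, quantitative HTS format.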
HT1080 IDH1KD tx: qHTS for induction of synthetic lethality in tumor cells producing 2HG: qHTS for the HT-1080-IDH1KD cell line; actives 2% (n = 360,000); AID 686971, 2013; Potency, µM (series often up to 46.1 µM), for the others: at the highest dose activity, negative = toxicity, usual class: cytotoxic; HT-1080 IDH1 knockdown viability, ATP luminescence, 48 h;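 also: potency is read from the fitted curve at half-maximal effect; 0% = DMSO wells and -100% = cell-free medium wells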
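After a 2 h attachment period, IDH1KD HT-1080 cells took pin-transferred compound for 48 h at 37 °C; ATP-based luminescence after 10 min room-temperature reagent incubation reported viability.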
HT1080-NT tox: qHTS for induction of synthetic lethality in tumor cells producing 2HG: qHTS for the HT-1080-NT fibrosarcoma cell line. HT-1080-NT fibrosarcoma viability, CellTiter-Glo ATP luminescence, 48 h. Potency, µM (doses to about 46.1 µM), without a hit: at the highest dose activity, negative = less viability, actives largely listed as cytotoxic. actives 1.6% (n = 360,000). AID 686970, 2013;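 also: NT is the 2HG producing partner of a matched IDH1 knockdown line; potency is read from the fitted curve at half-maximal effect; 0% = DMSO-treated cells and -100% = media-only wells without cells; nearly all actives have a fitted effect of over 55% in size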
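HT-1080-NT fibrosarcoma cells (2HG-overproducing), 750 cells/well in RPMI with 5% FBS, dosed after 2 h and incubated 48 h at 37C. CellTiter-Glo luminescence normalized to DMSO and no-cell wells; concentration-response curves fitted and classed.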
* hit, by the source's call; ? = inconclusive; / = no result given; & = joins results of further samples; [ ] = another dose, or the depositor's remark. Unless noted, calls follow the shape of the dose curve; as a rule, active = well fitted curve in the direction sought with a large enough effect; inconclusive = small, poorly fitted or top-dose-only effect, or another doubt; inactive = no such curve, though single readings can be large; an effect the other way counts as inactive or inconclusive.

Each structure is followed by: SW480 rerep, KB-V1 cytotox, D3 ag, IL1B secr inh, KB-3-1 tox, GLP-1R agonist, D3 antag, HT1080 IDH1KD tx, HT1080-NT tox
Cc1cccc(NC(=O)Cn2c(=O)n(Cc3ccc4c(c3)OCO4)c(=O)c3ccccc32)c1
→ /, -10%, 1, /, 2%, -5%, /, /, /
O=C(OCc1nnc(-c2ccccc2)o1)c1ccccc1
→ 3%, 4%, -3, 9, 12%, 8%, 7, 6%, 9%
COc1cc(CN2CCCCCC2)cc(OC)c1OC
→ 0%, 29%, -16, 11, 0%, -26%, ?, ?, 28%
CC1(C)Cc2cccc(OCC(=O)Nc3cc(S(C)(=O)=O)ccc3Cl)c2O1
→ -11%, -19%, -6, 5, -17%, 9%, -18, -1%, -4%
COC(=O)c1c(NC(=O)COc2ncnc3ccccc23)sc(C)c1C
→ -6%, 15µM*, -7, 1, 29%, 0%, 42, 1%, 0%
CCC(C)c1ccccc1NC(=O)C(C)NCCN(C)C (stereo not given)
→ -4%, 1%, 2, 4, 8%, 2%, -1, 12%, 0%
CCOC(=O)C1(CCOC)CCN(C(=O)c2ccc(CSC)o2)CC1
→ -16%, -2%, 0, -4, -4%, 8%, -1, 16%, ?
Cc1cccc(N2CCN(C(=O)c3cccc(N4CCCC4=O)c3)CC2)c1C
→ ?, ?, 10, ?, ?, 4%, 12, ?, ?
CCOc1ccc(/C=C2\SC(=S)N(NC(=O)c3ccncc3)C2=O)cc1OC
→ -11%, 2%, -6, 7, 7%, 3%, -13, -2%, -5%
COc1c(C(=O)NC(=S)Nc2nnn(C)n2)cc2ccccc2c1Br
→ -2%, 19%, 0, -11, 17%, -3%, -18, 0%, -3%
Cc1ccc(N2CC(C(=O)NCCC(C)C)CC2=O)cc1 (stereo not given)
→ -4%, 6%, 2, 1, -1%, 0%, 117, 9%, 13%
CCc1cccc(NC(=O)C2CC2c2ccccc2)c1 (stereo not given)
→ -3%, -14%, 7, ?, 15%, 4%, 15, -3%, 4%
CC(C)c1ccc(NC(=O)C[n+]2ccn(C3=C([O-])c4ccccc4C3=O)c2)cc1
→ -7%, 24%, -19, 39, -3%, 0%, -8, -13%, -12%
COC(=O)c1ccc(N2C(=O)c3ccc(OC)c(OC)c3C2=O)cc1
→ -6%, 24%, 4, -7, -4%, -4%, 12, 15%, ?
CN(C)S(=O)(=O)c1ccc(NC(=O)c2ccc([N+](=O)[O-])cc2)cc1
→ ?, 15%, 2, -18, -12%, 7%, -17, 1%, 5%
CC(C)C(NC(=O)CN1C(=O)c2ccccc2C1=O)c1ccccc1 (stereo not given)
→ -2%, 0%, -2, 13, 13%, 0%, -10, 15%, 18%
CCn1nc(C(=O)Nc2ccc3c(c2)OCCO3)c2ccccc2c1=O
→ /, -13%, -2, -7, -9%, -3%, -9, 0%, 1%
COc1ccccc1Cc1c(-c2ccc(C)cc2)nc2ccc(Cl)cn12
→ /, ?, 7, -102*, -4%, -2%, 14, -18%, -20%
CCC(=O)NC(=S)Nc1ccc(S(=O)(=O)NC2CCCCC2)cc1
→ -2%, ?, 1, 16, -5%, 0%, -9, -17%, -19%
Cc1cccc(/C=N/n2c(-c3ccccc3)n[nH]c2=S)c1O
→ -25%, -24%, -5, 18, -10%, 17%, ?, 12%, 11%
O=[N+]([O-])c1cc(C(F)(F)F)ccc1SCC(O)CO (stereo not given)
→ -7%, ?, -3, 5, ?, 5%, -16, 2%, -2%
CCOC(=O)c1cc(-c2ccc(C)cc2)n(CCC(=O)Nc2ccc(C(C)C)cc2)c1C
→ /, ?, 7, /, 18µM*, 0%, /, /, /
O=C(NCc1ccccc1)C1CCC(CNc2c(N3CCCCC3)c(=O)c2=O)CC1 (stereo not given)
→ -11%, ?, -3, 7, 0%, 10%, -5, 2%, 1%
O=C(Nc1ccc(Br)cc1)c1ccc(N2C(=O)C3CC=CCC3C2=O)cc1 (stereo not given)
→ 3%, -1%, 2, 54, -1%, 0%, -3, 1%, 0%
CCOC(=O)c1sc(NC(=O)c2cccc(S(=O)(=O)N(CC)CC)c2)cc1C
→ 16%, -32%, -16, 21, 0%, -8%, 8, ?, ?
CCOC(=O)NC(=O)CSc1nnnn1-c1ccc(C)cc1
→ -9%, 14%, 7, -6, 12%, -6%, -5, 2%, 11%
COC(=O)c1ccc(C)c(NC(=O)Cn2cnc3ccccc3c2=O)c1
→ -4%, 1%, 0, 0, 11%, -14%, 11, 7%, -1%
CC(=O)Nc1ccc(C(=O)N/N=C/C2CC3C=CC2C3)cc1 (stereo not given)
→ 2%, -19%, 0, -7, 0%, -5%, -9, -9%, -3%
N/C(=N\OC(=O)CCCCCN1C(=O)c2ccccc2C1=O)c1ccccc1
→ -2%, -28%, 0, 42, 1%, 10%, 9, 1%[9.24 µM], -3%
Cc1csc(NC(=O)C2CCCN2C(=O)OCC(C)C)n1 (stereo not given)
→ 2%, 4%, 5, 11, 12%, 2%, -1, 5%, 27%
Clc1cccc(N2CCN(c3nnnn3-c3ccccc3)CC2)c1
→ 7%, ?, -4, 13, -29%, 6%, -18, -11%, -10%
Cc1ccc(Cl)c(OCCN2CCc3ccccc3C2)c1
→ -2%, -9%, 7, -11, -2%, -1%, -60*, -13%, -9%
Cc1cc(OCCn2cnc3ccccc3c2=O)cc(C(C)C)c1
→ -1%, -15%, 3, -9, -15%, 6%, -25, -10%, 0%
Cc1ccc(CNC(=O)Cn2cc(C(F)(F)F)ccc2=O)cc1
→ -1%, ?, 3, 22, 14%, 2%, 4, -8%, -1%
CC(C)c1ccc(/C=C/C(=O)Nc2nncs2)cc1
→ 15%, ?, -1, -6, 0%, -12%, -14, -29%, -21%
N#Cc1ccccc1Sc1ccccc1C(=O)OCc1nnc(-c2ccccc2)o1
→ -11%, -2%, -5, 2, 6%, 1%, -21, -4%, -7%
Cc1ccc(CC(=O)Nc2ccc(S(=O)(=O)N3CCOCC3)cc2)cc1C
→ -13%, -19%, 1, -3, 0%, 1%, -12, -8%, -6%
COc1ccc(-c2nc(C#N)c(N3CCC(C(N)=O)CC3)o2)cc1
→ 0%, 6%&0%, 7, -1, ?, 16%, 38, 8%, 10%
Cc1ccc(OCC(=O)N/N=C/c2c[nH]c3ccccc23)c([N+](=O)[O-])c1
→ -3%, -6%, 6, 24, -4%, 13%, -6, -19%, -14%
CCOc1ccc(CNC(=O)CCC(=O)n2nc(C)c3ccccc32)cc1
→ -2%, 22%, -3, 5, 1%, 0%, 4, -12%, -15%
O=C(O)c1ccccc1NS(=O)(=O)c1cccc2nsnc12
→ -5%, 0%, -1, 3, 18%, -6%, -15, 2%, 2%
O=S1(=O)CC(N2CCCC2)CN1CCc1ccccc1 (stereo not given)
→ /, 4%, -5, -18, 0%, 15%, -18, 4%, 18%
Cc1ccccc1C(=O)NCCNC(=O)c1ccccn1
→ -2%, ?, 2, 4, 0%, 8%, -6, 16%, -6%
CN(C(=O)CCS(=O)(=O)c1ccc2c(c1)oc(=O)n2C)C1CCCCC1
→ -17%, 10%, 3, -15, 1%, -4%, 6, -8%, 11%
CCOC(=O)C1CCCN(C2=NC(=O)/C(=C/c3ccc(OC)cc3OC)S2)C1 (stereo not given)
→ -12%, 0%, 2, 10, 6%, 18%, 1, 8%, 5%
O=[N+]([O-])c1ccc(/C=N/NC(=S)Nc2ccccc2F)o1
→ 13%, 9%, 6, -1, 3%, 3%, ?, 15%, 29%
O=C(COC(=O)/C=C/c1ccccc1)NCC1CCCO1 (stereo not given)
→ -4%, -4%, 0, -18, -4%, 0%, 18, 0%, 8%
Nc1ccc[n+](Cc2ccccn2)c1
→ 2%, 10%, 3, 27, 4%, 0%, 0, 5%, 6%
C=CC[C@H](CC(=O)NCCO)C(=O)NC[C@H](OC(=O)[C@@H](CC=C)Cc1ccc(F)cc1)c1ccccc1
→ 4%, -15%, -18, 22, -14%, 0%, 27, -3%, 4%
CC(C)(CC(=O)O)CC(=O)Nc1ccc2c(c1)ncn2CCc1ccccc1
→ -4%, 0%, -1, 63, 5%, 1%, 6, 4%, 7%
CCc1ccccc1C1=CC(=O)C[C@H](c2ccc(OC)cc2)C1
→ -3%, -24%, -5, 1, 6%, 17%, 4, -4%, -4%
Cc1ccc(S(=O)(=O)Cn2nnnc2C(CC(C)C)N2CCN(C(=O)c3ccco3)CC2)cc1 (stereo not given)
→ -3%&14%, 4%, -3, -2, 11%, 1%, -12, -16%, -5%
O=C(CN1CCOCC1)Nc1nc2ccc([N+](=O)[O-])cc2s1
→ 7%, -7%, -22, 27, -3%, 9%, -85*, -5%, -6%
OCCCNc1nc(-c2ccc(Br)cc2)nnc1-c1ccc(Cl)cc1
→ 4%, ?, -1, -57*, -6%, 1%, 1, ?, -16%
CCOc1ccc(N=Nc2c(=O)[nH]n3c(=O)cc(C)[nH]c23)cc1
→ -8%, ?, -14, 16, 23µM*, -28%, -16, ?, ?
CC1(C(=O)NS(=O)(=O)c2ccc(Cl)s2)CCN1C(=O)Cc1ccccc1Cl (stereo not given)
→ /, -8%, -3, 24, -5%, -4%, -27, 0%, 10%
Cc1ccc(C)c(NC(=O)C2CC=CCC2C(=O)O)c1 (stereo not given)
→ 1%, 0%, 3, 11, 5%, 0%, 31, 12%, 6%

Compounds were not picked by outcome. Share with any hit: about 12%.
